uPA generation: cell surface uPA generation inhibition; cell surface uPA generation assay, qHTS; Potency, µM (doses to about 38.3 µM), for inactives: at the top dose activity change, negative = inhibition, usual class: inhibitors; 330,000 compounds, 0.31% hits; AID 540303; active = well fitted inhibition curve with a large enough effect; inconclusive = small, poorly fitted or top-dose-only effect; inactive = no such curve, though single readings can be large or run the other way; tested in mouse RAW 264.7 cells; also: % is scaled to controls: 0 for no effect and ±100 for the full control effect; nearly all actives have a fitted effect of over 55% in size
NPC1 promoter act: activators of NPC1 promoter; Potency, µM (top dose mostly 9.22 µM), for inactives: top-dose activation, hits mostly activators; AID 485313; 320,000 compounds, 2.4% hits; Huh7 NPC1 promoter luciferase reporter, 24 h;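 also: % of control where 0% means no effect; nearly all actives have a fitted effect of over 60% in size; reporter is driven by a mutant NPC1 promoter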
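Readout is luciferase luminescence, reflecting NPC1 promoter activation in stably transfected Huh7 cells after 24 h compound exposure at 37 °C in reduced-serum medium with 10% FBS.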
FLuc modulator: inhibits or activates purified firefly luciferase, miR-21 counter-screen. P08659. purified FLuc, Km substrates, luminescence inhibition. Potency, µM (series often up to 57.5 µM), without a hit: at the top dose activity change, negative = inhibition, hits mostly inhibitors. 360,000 compounds, 6.9% hits. AID 588342;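 also: plate controls were vehicle for no effect and reference inhibitor for full effect; nearly all actives have a fitted effect of over 55% in size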
Target sequence (P08659 whole entry, looked up): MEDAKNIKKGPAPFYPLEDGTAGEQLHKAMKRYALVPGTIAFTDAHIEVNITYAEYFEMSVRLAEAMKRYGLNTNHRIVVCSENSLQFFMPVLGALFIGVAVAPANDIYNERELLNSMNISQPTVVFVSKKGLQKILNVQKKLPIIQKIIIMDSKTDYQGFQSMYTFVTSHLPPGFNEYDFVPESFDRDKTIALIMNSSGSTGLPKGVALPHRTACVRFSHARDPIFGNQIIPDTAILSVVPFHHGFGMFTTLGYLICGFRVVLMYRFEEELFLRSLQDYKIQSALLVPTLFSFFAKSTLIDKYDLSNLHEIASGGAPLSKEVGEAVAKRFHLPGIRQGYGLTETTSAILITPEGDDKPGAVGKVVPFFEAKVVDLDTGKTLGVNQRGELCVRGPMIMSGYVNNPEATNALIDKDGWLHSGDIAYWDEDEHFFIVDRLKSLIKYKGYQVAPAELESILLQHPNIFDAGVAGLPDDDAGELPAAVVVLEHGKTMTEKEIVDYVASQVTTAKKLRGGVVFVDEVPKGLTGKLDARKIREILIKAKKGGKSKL
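Purified P. pyralis luciferase (10nM final) with 10uM D-luciferin and 10uM ATP (Km levels) in 50mM Tris acetate pH 7.5, 10mM Mg acetate, 0.01% Tween-20, 0.05% BSA; qHTS 6-point titration, ~60 µM downward; luminescence read.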
MBNL1 CUG block: inhibitors of human MBNL1 binding to CUG repeat RNA; TR-FRET MBNL1-His/biotin-(CUG)12 binding, 665/545 ratio; Potency, µM (titrated, usually from 57.5 µM), for inactives: at the top dose activity change, negative = inhibition, hits mostly inhibitors; 280,000 compounds, 0.036% hits; active = well fitted inhibition curve with a large enough effect in the signal ratio, with a control signal flat, not every such curve was filed as active; inconclusive = small, poorly fitted or top-dose-only effect, or effect the other way, or a change in a side signal; inactive = no such curve, though single readings can be large or run the other way; the % refers to the signal ratio; also: % is scaled to controls: 0 for no effect and ±100 for the full control effect
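MBNL1-His + Biotin-(CUG)12, cpd titration 92 nM–58 uM; Tb anti-His Ab 0.055 ng/ul, SA-XL665 5 nM (final); 60 min RT; ratiometric 665/545 nm, Ex 340 nm; normalized to buffer and full-complex controls.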
VP16 counter: counter-screen for ROR gamma inhibitors: Gal4-VP16 reporter; Drosophila S2 Gal4-VP16 UAS-luciferase, luminescence, 20 h; Potency, µM (top dose mostly 53.6 µM), for inactives: at the top dose activity, negative = inhibition, actives largely listed as inhibitors; 310,000 compounds, 3.5% hits;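 also: Gal4-VP16 expression switched on by copper sulfate through the metallothionein promoter; % is scaled to controls: 0 for no effect and ±100 for the full control effect; nearly all actives have a fitted effect of over 50% in size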
p53 reactivator: re-activators of mutant p53; H1299 p53-A138V BP100-luciferase reporter, luminescence, 24 h; 320,000 compounds, 0.063% hits; Potency, µM (titrated, usually from 92.2 µM), for the others: at the top dose activity change, positive = activation, actives largely listed as activators; also: % of control where 0% means no effect; nearly all actives have a fitted effect of over 45% in size
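H1299 (p53-null), stable ts p53-A138V + BP100-Luc; 1000 cells/well, Opti-MEM/10% FBS; cpd 4 pt, 1:5; 24 h, 37 deg C, 5% CO2; detection reagent 10 min RT; luminescence.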
ELG1 genotox: inducers of genotoxicity in HEK293T ELG1-luciferase cells. HEK293T ELG1-luciferase reporter, luminescence, 16 h. Potency, µM (doses to about 46 µM), for inactives: at the highest dose activity change, positive = activation, usual class: activators. 330,000 compounds, 1.3% hits; also: % of control where 0% means no effect; nearly all actives have a fitted effect of over 60% in size
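Screening used a luciferase reporter fused to human ELG1 in HEK293T cells. Luminescence was read on a CCD plate imager after 16 hr exposure and 30 min ONE-Glo incubation.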
BRCA1 expr act: BRCA1 expression activation. 380,000 compounds, 1.1% hits. Potency, µM (top dose mostly 46.1 µM), inactives show at the top dose activation, usual class: activators. AID 624202. MCF7-BRCA1-FFLuc reporter, luminescence, 48 h; response scale: scaled: vehicle 0%, 10 µM genistein 100%; also: nearly all actives have a fitted effect of over 80% in size; some results filed as inactive show a strong effect at the top dose
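First, MCF7-BRCA1-FFLuc cells (2000/well) attach for 2 h; next, compounds are pin-added and incubated 48 h at 37 °C; finally, luciferase reagent is added and luminescence read after 15 min.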
RORg inh: ROR gamma (mouse) transcription inhibition; P51450; Drosophila S2 Gal4-RORgamma UAS-luciferase reporter, 20 h; Potency, µM (highest dose often 53.6 µM), for the others: at the highest dose activity change, negative = inhibition, most hits filed as inhibitors; 310,000 compounds, 5.4% hits; AID 2551; also: % is scaled to controls: 0 for no effect and ±100 for the full control effect; nearly all actives have a fitted effect of over 60% in size
Target sequence (P51450 whole entry, looked up, the tested form may be a part): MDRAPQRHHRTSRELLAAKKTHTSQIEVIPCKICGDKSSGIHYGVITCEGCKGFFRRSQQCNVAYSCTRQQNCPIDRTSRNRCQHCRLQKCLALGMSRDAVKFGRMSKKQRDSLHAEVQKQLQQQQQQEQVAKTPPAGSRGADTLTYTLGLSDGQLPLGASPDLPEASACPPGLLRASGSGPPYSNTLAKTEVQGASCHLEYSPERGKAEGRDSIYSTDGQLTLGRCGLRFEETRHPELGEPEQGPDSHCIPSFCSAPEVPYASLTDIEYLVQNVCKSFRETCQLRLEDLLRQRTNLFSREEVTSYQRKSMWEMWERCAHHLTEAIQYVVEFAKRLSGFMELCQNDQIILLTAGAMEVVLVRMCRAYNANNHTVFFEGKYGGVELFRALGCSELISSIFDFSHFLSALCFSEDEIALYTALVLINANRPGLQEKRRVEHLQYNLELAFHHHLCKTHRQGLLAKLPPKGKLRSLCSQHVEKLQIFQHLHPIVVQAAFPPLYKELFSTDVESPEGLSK
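Luminescence from a UAS-regulated Photinus luciferase reporter in stably transfected Drosophila Schneider cells is measured; decreased signal marks ROR gamma inhibition. Fusion expression is induced by 700 uM copper sulfate for 20 hr.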
Rab9 prom act: activators of Rab9 promoter; Potency, µM (top dose mostly 9.22 µM), without a hit: at the top dose activation, negative = inhibition, actives largely listed as activators; Huh7 Rab9 promoter-luciferase reporter, luminescence, 24 h; AID 485297; 320,000 compounds, 2.8% hits; also: % of control where 0% means no effect; nearly all actives have a fitted effect of over 60% in size
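Huh7 cells stably carrying Rab9 promoter–luciferase reporter, plated 1500 cells/well, compound added after 2 h and incubated 24 h at 37 °C; luciferase luminescence then read after 10 min with detection reagent.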
An asterisk follows results filed as active; u = inconclusive; x = not tested or not shown; [ ] = another dose, or the depositor's remark. Unless noted, calls follow the shape of the dose curve; as a rule, active = well fitted curve in the direction sought with a large enough effect; inconclusive = small, poorly fitted or top-dose-only effect, or another doubt; inactive = no such curve, though single readings can be large; an effect the other way counts as inactive or inconclusive. Potency is read from the fitted curve at half-maximal effect.

SMILES	uPA generation	NPC1 promoter act	FLuc modulator	MBNL1 CUG block	VP16 counter	p53 reactivator	ELG1 genotox	BRCA1 expr act	RORg inh	Rab9 prom act
O=C1CCC(C(=O)Nc2cccc(Br)c2)N1 (stereo not given)	-3%	-2%	0%	-6%	-1%	x	-5%	-2%	15%	0%
CC(=O)Nc1ccc(NC(=O)CSc2ccc(-c3ccco3)nn2)cc1	-5%	-4%	u	38%[activator]	-11%	2%	0%	8%	3%	2%
O=c1[nH]cc(C(F)(F)F)cc1NS(=O)(=O)c1ccc([N+](=O)[O-])cc1	-4%	4%	u	x	-8%	-2%	0%	-5%	38%	-3%
Cc1onc(-c2ccccc2)c1-c1nnc(CN2CCN(S(=O)(=O)c3ccccc3F)CC2)o1	-9%	-6%	5%	x	x	-4%	-9%	-24%	x	-8%
O=C(NCc1ccccn1)c1nc(Cn2cc([N+](=O)[O-])cn2)no1	2%	-1%	0%	17%	-2%	3%	5%	-16%	-23%	0%
Cc1nn(C2CCS(=O)(=O)C2)c(C)c1C=O (stereo not given)	2%	8%	1%	x	-7%	0%	10%	-4%	-6%	-1%
CCN(CC)C(=O)CSC1=N/C(=C/c2ccco2)C(=O)N1c1ccc(OC)c(Cl)c1	-5%	-1%	3%	u	u	11%	-3%	-45%	-21%	-1%
O=C(N1CCOCC1)N1CCCN(C(=O)N2CCOCC2)CC1	-6%	1%	10%[2.3 µM]	-1%	-1%	3%	3%	-15%	u	2%
COc1ccc(Cl)cc1C(=O)NNC(=O)c1ccc(F)c(S(=O)(=O)N2CCOCC2)c1	5%	x	x	x	x	3%	-5%	-43%	x	x
Cc1nn(C)c(C(=O)NC(=S)Nc2ccccc2Br)c1Cl	5%	0%	-10%	0%	14µM*	u	13%	37%	8.9µM*	13%
CN(C)c1cccc2c(S(=O)(=O)N3CCOCC3)cccc12	3%	2%	-3%	26%	9%	7%	0%	3%	-1%	-2%
CN(C)S(=O)(=O)c1ccc(C(=O)NCc2ccccc2)cc1	1%	-2%	2%	-2%	0%	-3%	5%	-19%	-5%	0%
CCOC(=O)c1ccc(NC(=S)NCCCN2CCN(C3CCCCC3)CC2)cc1	-2%	0%	-1%	u	9%	4%	-7%	-26%	-9%	2%
Cc1cc(OC(=O)c2ccc(C(F)(F)F)cc2)c([N+](=O)[O-])c(=O)[nH]1	14%	1%	3%	3%	0%	x	2%	0%	-1%	-1%
COc1cccc(N2CCN(C(=O)c3ccc(CS(=O)Cc4ccccc4Cl)o3)CC2)c1 (stereo not given)	-6%	-3%	-4%	3%	6%	1%	-14%	-5%	12%	-8%

Entries of single compounds, looked up by structure.
Profile of Cc1cc(OC(=O)c2ccc(C(F)(F)F)cc2)c([N+](=O)[O-])c(=O)[nH]1 → uPA generation: 14%; NPC1 promoter act: 1%; FLuc modulator: 3%; MBNL1 CUG block: 3%; VP16 counter: 0%; p53 reactivator: x; ELG1 genotox: 2%; BRCA1 expr act: 0%; RORg inh: -1%; Rab9 prom act: -1%
Profile of O=C1CCC(C(=O)Nc2cccc(Br)c2)N1 (stereo not given) → uPA generation: -3%; NPC1 promoter act: -2%; FLuc modulator: 0%; MBNL1 CUG block: -6%; VP16 counter: -1%; p53 reactivator: x; ELG1 genotox: -5%; BRCA1 expr act: -2%; RORg inh: 15%; Rab9 prom act: 0%

Remaining list, next part
SMILES	uPA generation	NPC1 promoter act	FLuc modulator	MBNL1 CUG block	VP16 counter	p53 reactivator	ELG1 genotox	BRCA1 expr act	RORg inh	Rab9 prom act
Cc1onc(-c2c(Cl)cccc2Cl)c1C(=O)Nc1c(C)n(C)n(-c2ccccc2)c1=O	9%	2%	7%	2%	-4%	-6%	1%	3%	4%	-7%
O=C(NCC12CC3CC(CC(C3)C1)C2)c1nn2c(c1Cl)NC(c1ccco1)CC2C(F)(F)F (stereo not given)	4%	1%	0%	1%	14µM*	-14%	-6%	-12%	u	0%
CC(C)(C)c1cc(NC(=O)COC(=O)C2CC2)n(-c2ccccc2)n1	-1%	0%	1%	-11%	-1%	-4%	-2%	0%	2%	2%
Cc1cc(=O)oc(C)c1C(=O)NCc1ccccc1	0%	1%	0%	-11%	-8%	-2%	-3%	0%	-6%	-3%
Cc1ccccc1CS(=O)(=O)Cc1ccc(C(=O)NCc2ccco2)o1	-2%	-1%	2%	-3%	14%	-2%	-2%	-11%	29%	4%
Fc1ccc(-c2ccc(/C=N/n3cnnc3)o2)cc1	-4%	1%	0%	u	1%	16%	-8%	15%	-6%	-2%
Cc1ccccc1NC(=O)CNC(=O)c1ccc(C(F)(F)F)cc1	8%	7%	u	-4%	1%	13%	0%	-4%	23%	-3%
CN(C)c1nc(N(C)C)nc(N(C#N)Cc2ccc(Cl)cc2)n1	u	-2%	0%	2%	-2%	-2%	-2%	-14%	2%	-9%
N/C(=N\c1nc2ccccc2o1)NC(=O)c1ccc(Cl)cc1	2%	-1%	6%	x	u	21%	12%	-6%	10µM*	-1%
CCCc1nc(N2CCCC2)c(C#N)c2c1CCCC2	x	-3%	5%	-8%	0%	8%	-1%	-6%	-1%	-8%
CN(C)S(=O)(=O)c1ccc(C(=O)OCC(=O)NC(=O)NCc2ccccc2)cc1	1%	4%	4%	1%	-2%	-4%	1%	-2%	-23%	-1%
COc1ccc(CNC(=O)N2CCN(S(=O)(=O)c3ccc(C)cc3C)CC2)cc1	0%	-5%	2%	-6%	6%	-5%	-4%	-17%	-6%	-1%
Cc1c(C(c2cccc([N+](=O)[O-])c2O)c2c(C)n(C)n(-c3ccccc3)c2=O)c(=O)n(-c2ccccc2)n1C	-15%	-3%	-1%	u	-3%	-5%	0%	1%	44%	-1%
CCc1nnc(NC(=O)/C=C/c2cccs2)s1	4%	u	-16%	21%	u	9%	23µM*	u	u	3.5µM*
Cc1cccc(CC(=O)NCCS(=O)(=O)N2CCN(c3cccc(Cl)c3)CC2)c1	-12%	5%	2%	x	x	-5%	-6%	-7%	x	-5%
Cc1nnc2ccc(-c3ccc(NS(=O)(=O)c4ccc(F)cc4F)cc3)nn12	-8%	-4%	0%	x	x	-7%	21µM*	-43%	x	-4%
COc1ccc(NC(=O)c2ccc(C(=O)c3cc(OC)ccc3OC)cc2)cc1	x	0%	0%	11%	u	-6%	2%	4%	u	1%
CNC(=O)c1c(NC(=O)CS(=O)(=O)c2ccccc2)sc(C)c1C	-11%	6%	5%	x	x	-4%	-8%	-24%	x	2%
Cc1ccc(S(=O)(=O)Nc2nc(C)c(NC(=O)Nc3ccc(Cl)cc3Cl)s2)cc1	1%	-4%	0%	-6%	-8%	-3%	1%	-15%	11%	5%
CN1CCN(c2nc(NCc3ccco3)nc(N)c2[N+](=O)[O-])CC1	-5%	-4%	0%	-10%	-9%	-2%	-1%	0%	20%	0%
CC(=O)Nc1ccc(SCc2csc(C)n2)cc1	0%	14%	-5%	-4%	21%	12%	13%	35%	u	19%
CC(=O)c1c(C)[nH]c2ccccc2c1=O	1%	-3%	2%	-8%	-8%	-2%	0%	-5%	0%	1%
C/C(=N\N(C)C)C1=C(O)c2ccccc2C1=O	2%	17%	u	3%	5%	u	14%	9%	-3%	17%
COC(=O)C1CCN(CC(=O)NC(=O)Nc2ccccc2F)CC1	-17%	x	x	x	x	20%	1%	0%	x	x
COC(=O)c1sccc1NC(=O)c1ccccc1[N+](=O)[O-]	0%	-4%	u	u	0%	1%	2%	-44%	5%	-3%
COc1ccc(NC(=O)CC2Oc3ccc(C)cc3NC2=O)cc1 (stereo not given)	9%	1%	4%	-19%	-2%	-5%	1%	-10%	1%	-5%
Cc1cc(C)n(CCc2nc(-c3ccc(-c4ccccc4)cc3)cs2)n1	-4%	24%	6.7µM*	-11%	6%	11%	u	u	-34%	22%
O=C(NC(Cc1ccccc1)C(=O)O)NC12CC3CC(CC(C3)C1)C2 (stereo not given)	-7%	6%	-1%	4%	-10%	x	1%	-11%	3%	-2%
O=C(Nc1cccc(NS(=O)(=O)c2ccc(S(=O)(=O)NC3CC3)cc2)c1)c1ccccn1	1%	0%	u	3%	1%	17%	-3%	-10%	20%	2%
Cc1nc2nc(-c3ccc(F)cc3)cn2nc1C	-7%	u	2.1µM*	u	u	15%	1.6µM*	-27%	u	0.28µM*
CCN(CC)CCn1c(O)c(N=O)c2ccccc21	x	-2%	4%	u	2%	1%	2%	-1%	-1%[10 µM]	1%
CCCC1CCC(=NNC(=O)CNc2ccc(OC)cc2)CC1 (stereo not given)	3%	-1%	2%	3%	1%	7%	-1%	-4%	-20%	-3%
C=CC[n+]1c(-c2ccc(Cl)cc2Cl)csc1Nc1c(C)n(C)n(-c2ccccc2)c1=O	-4%	-15%	-3%	8%	-12%[10 µM]	-8%	3%	-85%	u	-33%[inhibitor]
Cc1cc(C(=O)NCC(C)(C)N2CCOCC2)c(C)o1	-1%	2%	0%	x	x	-7%	2%	0%	x	-6%
Cc1ccc(-c2[nH]c3ccccc3c2SCCNC(=O)c2cc3ccccc3oc2=O)cc1	9%	2%	-18%	4%	-8%	11%	-3%	-68%	-1%	1%
O=C(Nc1ccc(OC(F)F)c(Cl)c1)[C@@H]1CCCN1C(=O)c1cccs1	-5%	-1%	5%	10%	-14%	-12%	3%	-9%	u	0%
O=C(CN=C1NS(=O)(=O)c2ccccc21)OCC(=O)c1cc(F)ccc1F	-3%	-3%	-4%	3%	-4%	2%	1%	2%	7%	0%

Screens as filed in PubChem BioAssay.
